S-ASM inh: blocks human secretory acid sphingomyelinase; P17405; 340,000 compounds, 0.006% hits; placental ASM, HMU-PC fluorogenic substrate, 60 min; AID 504937; Potency, µM (series often up to 57.5 µM), without a hit: at the highest dose activity change, negative = inhibition, actives largely listed as inhibitors; further: potency means the concentration at half of the fitted maximal effect
Target sequence (P17405 47-631 limits assumed): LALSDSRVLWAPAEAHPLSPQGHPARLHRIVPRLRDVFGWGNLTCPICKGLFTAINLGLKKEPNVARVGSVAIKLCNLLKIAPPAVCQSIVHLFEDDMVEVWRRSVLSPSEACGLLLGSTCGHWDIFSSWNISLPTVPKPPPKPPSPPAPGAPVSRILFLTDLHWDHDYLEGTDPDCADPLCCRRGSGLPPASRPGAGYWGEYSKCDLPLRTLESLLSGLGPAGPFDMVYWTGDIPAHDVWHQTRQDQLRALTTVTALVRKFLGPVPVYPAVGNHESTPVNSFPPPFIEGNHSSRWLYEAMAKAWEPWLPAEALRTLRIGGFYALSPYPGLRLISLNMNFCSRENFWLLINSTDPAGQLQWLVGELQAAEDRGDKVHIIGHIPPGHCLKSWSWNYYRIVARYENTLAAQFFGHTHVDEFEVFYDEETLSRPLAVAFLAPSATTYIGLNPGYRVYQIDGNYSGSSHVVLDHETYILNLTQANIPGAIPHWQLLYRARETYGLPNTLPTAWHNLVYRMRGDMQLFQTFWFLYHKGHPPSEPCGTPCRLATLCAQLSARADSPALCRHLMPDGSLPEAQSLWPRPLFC
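Fluorogenic HMU-PC substrate (9 uM final) is turned over by placental ASM in 60 min at 37 C after a 10 min compound preincubation. Reaction ended by alkaline stop (pH 10), with fluorescence read at 386/447 nm.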
Integrin act MD: activates integrin-mediated alleviation for muscular dystrophy. Potency, µM (doses to about 38.3 µM), without a hit: at the top dose activation, most hits filed as activators. alpha7betagal myoblasts, beta-gal FDG fluorescence, 48 h. 350,000 compounds, 0.064% hits;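 further: potency means the concentration at half of the fitted maximal effect; 100% = response of the positive control SU9516; nearly all actives have a fitted effect of over 60% in size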
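Alpha7betagal+/- myoblasts (passage 13) were plated 16-24 hr, then exposed to compounds (1:260 dilution of DMSO stock) for 48 hours at 37C. After MPER lysis, β-galactosidase reporter activity was read as FDG fluorescence (ex 480/em 540) after 30 minutes.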
TCR activator: T cell receptor activation | primary human leukocytes, anti-CD3, IL-2 HTRF, 48 h | Potency, µM (titrated, usually from 9.22 µM), inactives show top-dose activation of IL-2 secretion, actives largely listed as activators | 330,000 tested, under 10 active | AID 504894; further: % of control where 0% means no effect
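Primary human leukocytes incubated 48 hr with anti-CD3 beads plus compound, without co-stimulation. Secreted IL-2 measured by HTRF (europium cryptate/d2 anti-IL-2 pair, 320 nm excitation, 665 nm emission).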
TSG101-PTAP inh: blocks PTAP/TSG101 interaction to inhibit HIV-1 budding; Q99816; Fluorescence polarization, FITC-PTAP peptide / Tsg101 binding; Potency, µM (highest dose often 115 µM), for the others: top-dose activity change, negative = inhibition, usual class: inhibitors; 340,000 tested, under 10 active; AID 493005; active means well fitted inhibition curve with a large enough effect in the main read-out, with a control signal flat, not every such curve was filed as active; inconclusive means small, poorly fitted or top-dose-only effect, or effect the other way, or a change in a side signal; inactive means no such curve, though single readings can be large or run the other way; further: potency means the concentration at half of the fitted maximal effect; % of control where 0% means no effect
Target sequence (Q99816 whole entry, looked up): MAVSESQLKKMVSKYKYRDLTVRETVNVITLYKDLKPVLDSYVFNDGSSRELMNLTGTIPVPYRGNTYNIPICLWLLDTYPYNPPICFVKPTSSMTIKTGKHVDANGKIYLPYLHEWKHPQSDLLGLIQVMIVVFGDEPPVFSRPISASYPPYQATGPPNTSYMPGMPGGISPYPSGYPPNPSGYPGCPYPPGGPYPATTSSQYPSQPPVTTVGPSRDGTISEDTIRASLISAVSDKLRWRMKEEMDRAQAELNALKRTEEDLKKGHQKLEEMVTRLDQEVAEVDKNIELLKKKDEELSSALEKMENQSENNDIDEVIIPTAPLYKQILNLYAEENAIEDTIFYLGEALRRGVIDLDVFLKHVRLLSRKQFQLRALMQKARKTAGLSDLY
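FP read-out: FITC-PTAP peptide, 50 nM final, binding Tsg101 binding domain, 10 uM final; 20 min, r.t.; 10 mM HEPES pH 7.5, 0.15 M NaCl, 0.01% Tween 20, 3 mM EDTA, 0.1 mM TCEP.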
Numbers without * were called inactive; ? = inconclusive; [ ] = dose if it differs, or a comment. Unless noted, the call rests on the fitted dose curve; in most records, active means well fitted curve in the direction sought with a large enough effect; inconclusive means small, poorly fitted or top-dose-only effect, or another doubt; inactive means no such curve, though single readings can be large; an effect the other way counts as inactive or inconclusive. This is a subset (hit frequency here may not be typical).

Start of the listing, in advance:
SMILES | S-ASM inh | Integrin act MD | TCR activator | TSG101-PTAP inh
COC1C=COC2(C)Oc3c(C)c(O)c4c(O)c(c(CN5CCN(C)CC5)c(O)c4c3C2=O)NC(=O)C(C)=CC=CC(C)C(O)C(C)C(O)C(C)C(OC(C)=O)C1C (centres undefined) | -2% | 1% | 4% | -9%
O=C1Nc2ccccc2C1=Nc1ccccc1-c1ccccc1 | -10% | -1% | 3% | -1%
CCCCCCCCNS(=O)(=O)CCNC1CC1 | 0% | -22% | 5% | 0%
COc1c2c(c3c(c1OC)c(=O)c1ccccc1n3C)OCO2 | 4% | -12% | -5% | -6%

This part in full, repeating the preview:
SMILES | S-ASM inh | Integrin act MD | TCR activator | TSG101-PTAP inh
COC1C=COC2(C)Oc3c(C)c(O)c4c(O)c(c(CN5CCN(C)CC5)c(O)c4c3C2=O)NC(=O)C(C)=CC=CC(C)C(O)C(C)C(O)C(C)C(OC(C)=O)C1C (centres undefined) | -2% | 1% | 4% | -9%
O=C1Nc2ccccc2C1=Nc1ccccc1-c1ccccc1 | -10% | -1% | 3% | -1%
CCCCCCCCNS(=O)(=O)CCNC1CC1 | 0% | -22% | 5% | 0%
COc1c2c(c3c(c1OC)c(=O)c1ccccc1n3C)OCO2 | 4% | -12% | -5% | -6%
O=C1CC(SCCc2nc3ccccc3[nH]2)C(=O)N1c1ccc(F)c(Cl)c1 (centres undefined) | -2% | -21% | 10% | -6%
CN1OC[C@@H]2CN(C(=O)CCc3ccccc3)[C@H](c3cccc(-c4ccc(C#N)cc4)c3)C[C@@H]21 | 0% | -13% | 8% | -7%
COCCOC(=O)C1=C(C)NC(=S)NC1c1ccc(OCC(=O)N2CC(C)OC(C)C2)c(OC)c1 (centres undefined) | 2% | 27% | 59% | -6%
CCOc1cccc(C2C(C(=O)c3ccc(C)o3)=C(O)C(=O)N2c2nnc(C)s2)c1 (centres undefined) | 0% | 14% | 6% | -4%
O=C1C(=NO)CC(c2ccccc2)N1c1ccccc1 (centres undefined) | 6% | -4% | 0% | -3%
Cc1ccc(Cn2c(C(CO)Nc3nc(-c4ccc(Cl)c([N+](=O)[O-])c4)cs3)nc3ccccc32)cc1 (centres undefined) | -26% | -48%[inhibitor] | 1% | -2%
Cc1cc(C)c2nc(Nc3nc(CSc4nc5ccccc5[nH]4)cc(=O)[nH]3)nc(C)c2c1 | 10% | 26% | -3% | -5%
CC(C)N1CCN(S(=O)(=O)c2ccccc2)c2ccccc21 | -3% | -14% | 4% | 0%
CC(C)(C)OC(=O)N1CCC2(CC1)Oc1ccc(F)cc1C(=O)C21CC(c2ccccc2)=NO1 (centres undefined) | -1% | 17% | -1% | -1%
COC(=O)C(C)Sc1nc2c(c(-c3ccc(OC)cc3)c1C#N)-c1ccccc1C2=O (centres undefined) | -1% | -3% | -9% | -1%
O=C(CC1C[C@H](C(=O)N2CCOCC2)[C@@]2(CCC3CCCC3)c3[nH]c4ccccc4c3CCN2C1=O)NCc1cccc(C(F)(F)F)c1 (some centres undefined) | -5% | -24% | 4% | -4%
CC(C)(C)OC(=O)N(CCc1ccccc1)Cc1cccc(OCc2cccc(NC(=O)C3CC3)c2)c1 | 0% | 5% | 4% | 3%
CC1CC(C)C(=NNC(N)=O)C(C(O)CC2CCC(=O)NC2=O)C1 (centres undefined) | 1% | -47%[inhibitor] | -2% | -3%
CSC1=NC2(C[C@H]2c2ccccc2)C(=O)N1C (some centres undefined) | 1% | 20% | -4% | 0%
C=C(C)C1CC=C(C)C(=NNC(=O)c2ccncc2)C1 (centres undefined) | -1% | -17% | -2% | 0%
O=C(NCCc1nc(-c2ccccc2Cl)no1)C1CCCCC1 | 3% | 29% | -21% | -1%
COc1ccc(C(=Cc2ccccc2)C(=O)O)cc1 | 4% | 17% | -6% | -9%
CCOC(=O)[C@@H]1[C@H]2COc3cc(OC)ccc3[C@@H]2N2C(=O)N(c3ccc(Cl)cc3)C(=O)[C@]12C | 4% | -5% | -9% | 1%
COc1ccc(N(C)S(=O)(=O)c2cccc(C(=O)N3CCN(c4cccc(C)c4C)CC3)c2)cc1 | -9% | -21% | 0% | 0%
Cc1[nH]c2ccccc2c1SCCN | -1% | -2% | 2% | -2%
O=C(NC1=NCCS1)c1cccc(F)c1 | -3% | 15% | -1% | -1%
O=C(Nc1ccc([N+](=O)[O-])cc1NC(=O)c1ccccc1)c1ccccc1 | -3% | 0% | -1% | 0%
O=C(Cn1cc(COc2c(F)c(F)cc(F)c2F)nn1)c1ccc(O)cc1 | 1% | 0% | -2% | -3%
NC1=NC(=O)C(=Cc2ccccc2)S1 | -3% | 1% | -4% | -9%
C=CCCC1CN(CCCC)S(=O)(=O)c2c(F)cccc2O1 (centres undefined) | -4% | 10% | -1% | -7%
COc1cc2c(cc1OC(C)=O)CCCCC2=O | 1% | 3% | -4% | 2%
Clc1ccc(-c2ccnc3nc(N4CCOCC4)nn23)c(Cl)c1 | 32%[activator] | 3% | -3% | 1%
Cc1ccnc(NC(=O)c2cccc(NC(=O)c3ccc(Cl)cc3)c2)c1 | 0% | 6% | -2% | -2%
COC(=O)c1ccc(CNC(=O)Cn2cc(C)c(=O)[nH]c2=O)cc1 | 3% | -8% | -3% | -5%
Cn1c(=O)c2c(nc(OC3CCCCCC3)n2C)n(C)c1=O | -1% | 25% | -4% | -1%
O=C1CSc2ccccc2N1 | -2% | 27% | -6% | -1%
O=C1CCCc2cc3c(cc21)CCCC3 | 3% | 0% | -4% | -3%
Oc1ccc(C=NNC(=S)Nc2ccc(F)cc2)c(O)c1 | 3% | 0% | 7% | -5%
COc1ccc(Br)cc1C(=O)Nc1cccc(-c2nnc(-c3ccco3)o2)c1 | -7% | -1% | -4% | 0%
Nc1c(Cl)cc(-c2csc(N3CCCC3c3nc4cc(Cl)c(N5CCCCC5)cc4n3CCOCCO)n2)cc1Cl (centres undefined) | -13% | 9% | 3% | 3%
O=C(NNC(=O)c1cccc2ccccc12)c1cccc(Br)c1 | 0% | ? | -6% | -5%

Record cards, as listed above:
Nc1c(Cl)cc(-c2csc(N3CCCC3c3nc4cc(Cl)c(N5CCCCC5)cc4n3CCOCCO)n2)cc1Cl (centres undefined) is entered as S-ASM inh = -13%; Integrin act MD = 9%; TCR activator = 3%; TSG101-PTAP inh = 3%
O=C1CCCc2cc3c(cc21)CCCC3 is entered as S-ASM inh = 3%; Integrin act MD = 0%; TCR activator = -4%; TSG101-PTAP inh = -3%

Other entries:
SMILES | S-ASM inh | Integrin act MD | TCR activator | TSG101-PTAP inh
COc1cc(NC(=O)CC(C)C)ccc1NC(=O)c1ccco1 | 0% | ? | -31% | 1%
COc1ccccc1C(=O)Nc1ccccc1C(=O)Nc1ccccc1 | -8% | 42% | -3% | 0%
COc1cccc(C2CC(c3ccccc3Cl)Nc3ncnn32)c1 (centres undefined) | 6% | 0% | 0% | -3%
CC(=O)c1ccc(O)c(CC=C(C)C)c1O | -1% | -4% | -4% | -1%
Cc1nc(N)nc(N)c1CCCc1ccc(Cl)c(Cl)c1 | 3% | -54%[inhibitor] | 0% | -3%
CCNc1ncnc2[nH]ncc12 | 3% | -3% | 6% | -1%
CCC(=O)c1coc2ccc(O)cc12 | 1% | -4% | -31% | -2%
CCOc1ccc(S(=O)(=O)N2CCN(C3CC(=O)N(c4cccc(C(C)=O)c4)C3=O)CC2)cc1 (centres undefined) | 0% | -42% | -2% | 1%
O=C1CC(c2ccccc2)Oc2ccc(Cl)cc21 (centres undefined) | -2% | -18% | 2% | -4%
CCCCN1CC(COc2ccccc2)Oc2cccc(F)c2S1(=O)=O (centres undefined) | 0% | 1% | 4% | -5%
CCn1c(N)cc(=O)[nH]c1=S | -1% | 0% | -2% | -1%
CC1CCN(Cc2nc3c(c(=O)n(C)c(=O)n3C)n2CCc2ccccc2)CC1 | 2% | 29% | 2% | -2%
O=C1C=CC2(O[C@H](c3ccccc3)[C@@H](c3ccccc3)O2)[C@H](Sc2ccccc2O)C1 | -15% | -56%[inhibitor] | -4% | 1%
CN(C)c1ccc(C(=O)C(O)c2ccccc2Cl)cc1 (centres undefined) | -3% | 14% | -2% | -12%
COC(=O)c1nc(-c2ccccc2)nc(-c2ccccc2)c1C(=O)OC | -2% | 27% | -3% | -1%
Nc1nc(N)c2[nH]c(=S)[nH]c2n1 | 8% | 25% | 3% | -3%
CC(NNC(=S)N1CCN(c2ccccn2)CC1)c1nccc2ccccc12 (centres undefined) | -1% | -48%[inhibitor] | 3% | 0%
O=C1c2ccccc2NC(c2ccc(Br)s2)N1O (centres undefined) | -2% | -32% | -3% | -4%
CCCCOC(=O)c1ccc(NC(=O)c2c(N)n(C)c(=O)[nH]c2=O)cc1 | -1% | 22% | -2% | -1%
Cn1c2c(c3ccccc31)CCN=C2c1ccccc1 | 11% | -17% | 2% | 0%
CC1(C2CCC3C4CCC5CC6(CCC5(C)C4C(=O)CC32C)OCCO6)OCCO1 (centres undefined) | -4% | 7% | -3% | -10%
O=C1NC(=O)C(=Cc2ccco2)S1 | -1% | 0% | -4% | -2%
COc1cccc(NC(=O)CN(C)C(=O)c2cc(CN3C(=O)c4ccccc4C3=O)ccc2OC)c1 | -2% | -23% | 2% | -1%
CC12CCC(C(=O)N(c3nccs3)C1=O)C2(C)C (centres undefined) | 1% | 0% | 5% | -1%
CCN1C[C@@H]2[C@@H]3C(=O)N(Cc4ccccc4)C(=O)[C@@H]3[C@](CC)(C1=O)N2C(=O)c1ccc(F)cc1 | 5% | 15% | 5% | -3%
Cc1noc(C)c1COc1ccccc1C(=O)N1CCN(S(=O)(=O)c2ccccc2Br)CC1 | 2% | -67%[inhibitor] | -5% | -2%
CCOc1ccc(/C=N/OCC(=O)Nc2cc(S(=O)(=O)N3CCOCC3)ccc2OC)cc1 | 18% | ? | -3% | -3%
Cc1ccc(C(=O)Nc2nc3ccc(Cl)cc3s2)o1 | 0% | 19% | -7% | 2%
COC1OC(CO)C(N(C)C(C)=O)C1O (centres undefined) | -1% | 18% | -1% | -3%
CN1C[C@H]2CON(C)[C@H]2C[C@H]1c1cccc(-c2ccccc2)c1 | 11% | -3% | -7% | 0%
CCCOc1ccc(C2C(C(=O)c3ccc(C)o3)=C(O)C(=O)N2CCCn2ccnc2)cc1 (centres undefined) | 0% | 2% | -2% | -6%
O=[N+]([O-])c1ccc2c(c1)CCN2 | -6% | 17% | -4% | -4%
Cc1ccccc1NC(=O)NCc1cccnc1 | 6% | 1% | 5% | -6%
COc1ccccc1N1CCN(C(=O)C2CC2)CC1 | -4% | 18% | -6% | 1%
N#CCCN1CCN(CCC#N)c2ccccc21 | -3% | 3% | 7% | -6%
COc1ccc(C2=CCCC2)c(OC)c1 | 3% | 2% | 0% | 0%
O=C1CCCN1CCc1cccc2ccccc12 | 6% | -2% | 5% | 0%
Cn1ccnc1-c1nnn(-c2ccc(Cl)c(Cl)c2)n1 | -3% | -8% | 2% | -5%
COc1ccc(CC(=O)NC(=S)Nc2cccc(CO)c2)cc1 | -1% | -30% | -7% | -1%
COc1ccccc1-c1cccc([C@@H]2C[C@H]3[C@H](CON3C)CN2S(=O)(=O)c2ccccc2C)c1 | 0% | -1% | -3% | -6%
CN(C)N=Nc1ccc(S(=O)(=O)N2CCSC2C(=O)O)cc1 (centres undefined) | 5% | -5%[7.66 µM] | 6% | -5%
CC(O)C1CCC2C3CCC4CC(O)CCC4(C)C3C(=O)CC12C (centres undefined) | 1% | 14% | -2% | -4%
CCOC(=O)c1cc(NC(=O)CSc2nnc(CN3CCOCC3)n2C)ccc1Cl | 4% | -33% | 17% | -3%
CCN(C(=O)COC(=O)/C=C/c1ccc(Cl)c(Cl)c1)c1c(N)n(Cc2ccccc2)c(=O)[nH]c1=O | 1% | 13% | 2% | -1%
COc1ccc(C(=O)NCC(C)(C)N2CCOCC2)cc1S(=O)(=O)NCc1ccc(Cl)cc1 | 8% | -23% | 4% | -6%
